Screening results from PubChem.
HePTP inh: inhibitors of human HePTP phosphatase, primary screen, biochemical, absorbance, leukemia target. inhibition, % at 20 µM. Tyrosine-protein phosphatase non-receptor type 7 (Homo sapiens), P35236. recombinant HePTP phosphatase activity, OD absorbance. 0.64% of 110,000 active; in the data active means inhibition above about 50%;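 further: plate controls were vehicle for no effect and reference inhibitor for full effect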
Target sequence (P35236 whole entry, looked up): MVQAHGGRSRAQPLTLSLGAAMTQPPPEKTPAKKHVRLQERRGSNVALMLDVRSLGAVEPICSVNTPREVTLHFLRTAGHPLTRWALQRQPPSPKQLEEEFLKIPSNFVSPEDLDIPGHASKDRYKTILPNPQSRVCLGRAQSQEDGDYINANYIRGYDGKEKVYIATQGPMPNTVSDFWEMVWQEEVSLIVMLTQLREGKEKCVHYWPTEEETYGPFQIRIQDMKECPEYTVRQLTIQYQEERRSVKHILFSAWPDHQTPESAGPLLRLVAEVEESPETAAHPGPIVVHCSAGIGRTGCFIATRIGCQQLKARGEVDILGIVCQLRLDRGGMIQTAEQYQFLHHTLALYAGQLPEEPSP
BAP1 block: inhibitors of BAP1 deubiquitinase, primary screen, biochemical, Ub-AMC fluorescence, kinetic; recombinant BAP1, Ub-AMC hydrolysis fluorescence kinetic; active compounds read low; 0.48% of 72,000 active; activity remaining (% of control), % at 20 µM; Ubiquitin carboxyl-terminal hydrolase BAP1 (Homo sapiens), Q92560; AID 436, 2006;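 active means activity remaining at or below 50% of control, provided the compound also passes the data quality filters; inactive means the rest, including low values that fail the filters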;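 further: 100% = DMSO wells rate and 0% = substrate alone blank rate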
Target sequence (Q92560 whole entry, looked up): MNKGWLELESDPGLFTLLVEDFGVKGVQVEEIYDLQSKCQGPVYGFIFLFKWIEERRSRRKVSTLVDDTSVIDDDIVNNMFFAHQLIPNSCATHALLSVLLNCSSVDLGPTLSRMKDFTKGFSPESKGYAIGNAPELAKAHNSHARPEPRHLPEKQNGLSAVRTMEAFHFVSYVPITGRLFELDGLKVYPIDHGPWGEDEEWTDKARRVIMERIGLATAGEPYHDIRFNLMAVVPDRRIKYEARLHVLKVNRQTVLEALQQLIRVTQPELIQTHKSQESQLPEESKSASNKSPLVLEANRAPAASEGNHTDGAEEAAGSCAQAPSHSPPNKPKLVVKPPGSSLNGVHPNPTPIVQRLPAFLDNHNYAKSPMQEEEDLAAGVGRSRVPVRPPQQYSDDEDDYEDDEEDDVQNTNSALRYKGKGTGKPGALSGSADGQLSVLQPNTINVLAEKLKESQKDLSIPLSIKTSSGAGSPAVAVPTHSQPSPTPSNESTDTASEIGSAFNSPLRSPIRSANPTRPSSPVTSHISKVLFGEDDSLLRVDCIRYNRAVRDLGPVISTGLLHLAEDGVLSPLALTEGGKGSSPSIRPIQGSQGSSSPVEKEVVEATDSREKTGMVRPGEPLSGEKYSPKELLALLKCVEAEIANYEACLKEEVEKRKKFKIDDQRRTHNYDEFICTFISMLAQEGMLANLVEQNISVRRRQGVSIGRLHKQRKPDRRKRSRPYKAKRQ
An asterisk follows results filed as active; x = no result given; & = joins results of further samples. Not all compounds are listed; rates above refer to the full screens.

Sample of the layout, 22 compounds:
SMILES	HePTP inh	BAP1 block
CCOC(=O)C1C(=O)N(C)C2(C)CC1c1cc(OC)ccc1O2 (stereo not drawn)	7	115
Cc1ccc(-n2c(/C=C3/C(=O)Nc4ccc(Br)cc43)nc3ccccc3c2=O)cc1	6	x
COCCOC(=O)C1=C(N)OC(C)=C(C(=O)OC)C12C(=O)Nc1ccccc12 (stereo not drawn)	0	x
Cn1cc(C(=O)c2ccccc2)c2ccccc21	-6	88
COc1cc(C)c(CN2CCN(c3ccccc3)CC2)cc1C	9	97
O=C(C1CCCO1)N1CCC2(CC1)OCCO2 (stereo not drawn)	-8	60
CN1CC=C2C(C#N)=C(N)C(C#N)(C#N)C(c3ccncc3)C2C1 (stereo not drawn)	3	168
CCOC(=O)c1ccc2c(c1)n(Cc1ccccc1)c(C)[n+]2CC	-6	x
COCCOC(=O)c1c(N)n(Cc2ccco2)c2nc3ccccc3nc12	3	x
Cc1nn(Cc2ccccc2Cl)c(Cl)c1C(=O)OCC(=O)NCc1ccco1	9	61
C=CCOc1ccc(/C=C2\C(=O)NC(=O)N(CC=C)C2=O)cc1OC	4	x
Cc1ccc(-c2nc3ccccc3c(=O)n2-c2ccc(Br)cn2)cc1	-1	x
O=c1[nH]c(=O)n(Cc2ccco2)c(O)c1C=NCc1ccco1	4	103
COc1ccccc1N=C1SCCCN1C	4	85
CCCCn1c(O)c(C(CC)=NCCN2CCCCC2)c(=O)[nH]c1=O	3	95
CN1C(=O)NC(=O)/C(=C/c2ccc(-c3ccc([N+](=O)[O-])cc3)o2)C1=O	-4	x
Cc1cccc(-n2c(/C=C3\C(=O)Nc4ccccc43)nc3ccccc3c2=O)c1	-9	x
O=C(c1ccccc1)c1cc(Cl)ccc1NC(=O)c1cc2ccccc2oc1=O	8	x
CC(C)N(CCC(C(N)=O)(c1ccccc1)c1ccccn1)C(C)C (stereo not drawn)	-13	101&95&87
O=C(CN1CCOCC1)Nc1ccc(Br)cc1C(=O)c1ccccc1Cl	-4	x
COc1cccc(N2C(=O)NC(=O)C3(Cc4cc(C)ccc4N(C)C3)C2=O)c1 (stereo not drawn)	7	101
COc1ccccc1N1CCNCC1	x	84

The whole of this part, repeating the preview:
SMILES	HePTP inh	BAP1 block
CCOC(=O)C1C(=O)N(C)C2(C)CC1c1cc(OC)ccc1O2 (stereo not drawn)	7	115
Cc1ccc(-n2c(/C=C3/C(=O)Nc4ccc(Br)cc43)nc3ccccc3c2=O)cc1	6	x
COCCOC(=O)C1=C(N)OC(C)=C(C(=O)OC)C12C(=O)Nc1ccccc12 (stereo not drawn)	0	x
Cn1cc(C(=O)c2ccccc2)c2ccccc21	-6	88
COc1cc(C)c(CN2CCN(c3ccccc3)CC2)cc1C	9	97
O=C(C1CCCO1)N1CCC2(CC1)OCCO2 (stereo not drawn)	-8	60
CN1CC=C2C(C#N)=C(N)C(C#N)(C#N)C(c3ccncc3)C2C1 (stereo not drawn)	3	168
CCOC(=O)c1ccc2c(c1)n(Cc1ccccc1)c(C)[n+]2CC	-6	x
COCCOC(=O)c1c(N)n(Cc2ccco2)c2nc3ccccc3nc12	3	x
Cc1nn(Cc2ccccc2Cl)c(Cl)c1C(=O)OCC(=O)NCc1ccco1	9	61
C=CCOc1ccc(/C=C2\C(=O)NC(=O)N(CC=C)C2=O)cc1OC	4	x
Cc1ccc(-c2nc3ccccc3c(=O)n2-c2ccc(Br)cn2)cc1	-1	x
O=c1[nH]c(=O)n(Cc2ccco2)c(O)c1C=NCc1ccco1	4	103
COc1ccccc1N=C1SCCCN1C	4	85
CCCCn1c(O)c(C(CC)=NCCN2CCCCC2)c(=O)[nH]c1=O	3	95
CN1C(=O)NC(=O)/C(=C/c2ccc(-c3ccc([N+](=O)[O-])cc3)o2)C1=O	-4	x
Cc1cccc(-n2c(/C=C3\C(=O)Nc4ccccc43)nc3ccccc3c2=O)c1	-9	x
O=C(c1ccccc1)c1cc(Cl)ccc1NC(=O)c1cc2ccccc2oc1=O	8	x
CC(C)N(CCC(C(N)=O)(c1ccccc1)c1ccccn1)C(C)C (stereo not drawn)	-13	101&95&87
O=C(CN1CCOCC1)Nc1ccc(Br)cc1C(=O)c1ccccc1Cl	-4	x
COc1cccc(N2C(=O)NC(=O)C3(Cc4cc(C)ccc4N(C)C3)C2=O)c1 (stereo not drawn)	7	101
COc1ccccc1N1CCNCC1	x	84
COc1ccc(Cc2nccc3cc(OC)c(OC)cc23)cc1OC	6	156&93
COc1ccccc1CN1CCN(C(=O)COc2ccccc2)CC1	-2	96
CN1CCN(c2ccc3ccccc3n2)CC1	x	89
Cc1ccc2c(c1)C1CN(C)CCC1N2C(=O)Cn1nnc(-c2ccccc2F)n1 (stereo not drawn)	-6	95
O=C1N(CN2CCOCC2)c2ccccc2C1(O)c1c[nH]c2ccccc12 (stereo not drawn)	-4	98
Cn1nc(-c2ccc(OCC(=O)N3CCN(Cc4ccccc4)CC3)cc2)c2ccccc2c1=O	x	105
COc1ccc(CCNCc2cccc(Cl)c2)cc1	5	x
COc1ccc2[nH]c(C)c(CCN3CCC(=O)C(C)C3C)c2c1 (stereo not drawn)	8	97
Cc1nc2ncnn2c(C)c1CCC(=O)N1CCC2(CC1)OCCO2	7	109
O=[N+]([O-])c1cc2c(cc1CNCCc1c[nH]c3ccccc13)OCO2	7	x
Cc1ncc(CCl)c(CO)c1O	x	74
CN1C[C@H](CNC(=O)OCc2ccccc2)C[C@@H]2c3cccc4c3c(cn4C)C[C@H]21	11	129&83
O=C(COc1ccc(Cl)cc1)N1CCN(Cc2cccc(F)c2)CC1	5	x
Nc1ccccc1C(=O)OC1CSC1	14	102
CCCN(CC#CCO)CCC	4	111
[N-]=[N+]=CC(=O)OC[C@H](N)C(=O)O	6	70
CC(=O)C1=C(C)OC(N)=C(C(=O)OC(C)C)C12C(=O)Nc1ccccc12 (stereo not drawn)	-1	127
CCC(C(=O)N1CCC2(CC1)OCCO2)c1ccccc1 (stereo not drawn)	10	116
COc1ccc(O)c(CN2CCN(Cc3cccc(Cl)c3)CC2)c1	10	x
O=c1c2ccccc2[nH]c(=S)n1-c1ccc2c(c1)OCO2	2	63
CCC(=NCc1ccc2c(c1)OCO2)c1c(O)n(C2CCCCC2)c(=O)[nH]c1=O	11	55
Cc1ccc(N2C(=O)NC(=O)/C(=C\c3ccc(-c4ccc(Cl)c(C(=O)O)c4)o3)C2=O)cc1	5	x
O=c1cccc2n1CC1CC2CN(Cc2cccc(Cl)c2Cl)C1 (stereo not drawn)	11	132
COc1ccc(C(c2c(O)c3ccccc3oc2=O)c2c(O)c3ccccc3oc2=O)cc1CN1CCOCC1	2	x
Cc1c2ccncc2c(C)c2c1[nH]c1ccccc12	7	60&77
CC(Nc1ccc([N+](=O)[O-])c2cccnc12)C12CC3CC(CC(C3)C1)C2 (stereo not drawn)	8	x
CCC(=O)c1ccc(N2CCN(C)CC2)c(F)c1	-4	x
CN1CCN(C(=O)COc2ccc(C(C)(C)C)cc2Br)CC1	10	121
COc1cc(/C=C\c2nc3ccccc3c(=O)n2-c2ccc(O)cc2)ccc1O	9	x
CCCCn1c(O)c(C(C)=Nc2ccc(C(=O)O)cc2)c(=O)[nH]c1=O	2	93
CC12CCC3C(CC=C4CC(O)CCC43C)C1C/C(=C\c1ccc(F)cc1)C2=O (stereo not drawn)	4	x
CCCCc1nc(N2CCNCC2)c(C#N)c2c1CSC(C)(C)C2	3	73
COc1cccc(CN2CCN(C(=O)COc3ccccc3)CC2)c1OC	3	x
CCC(C)NC(=O)c1c(N)n(CCCOC)c2nc3ccccc3nc12 (stereo not drawn)	5	295
CC(C)(C)c1cc(C=C2C(=O)NC(=S)NC2=O)cc(C(C)(C)C)c1O	8	x
COc1cc(C=C2C(=O)NC(=O)NC2=O)ccc1OCc1ccc(C(=O)O)cc1	13	x
Cc1ccc(C(=O)Nc2ccc(Cl)cc2C(=O)c2ccccc2)cc1[N+](=O)[O-]	5	x
Cc1cc(N2C(=O)C3CCCN3C2c2cccc(Cl)c2)no1 (stereo not drawn)	8	100
(further entries)
SMILES	HePTP inh	BAP1 block
CP(=O)(O)CCCN	0	93&96
CN(C)CCN=Cc1c(O)n(-c2cccc(C(F)(F)F)c2)c(=O)[nH]c1=O	10	96
CCN1CCN(Cc2ccc(C)cc2)CC1	2	94
CN(C)C(=O)Oc1ccc(-c2nnco2)cc1	-1	108
CN1C(=O)NC(=O)/C(=C/c2ccc(I)o2)C1=O	-4	x
COc1ccccc1CN1CCN(Cc2ccccc2F)CC1	6	x
Cc1cc(OCC(=O)O)c2c3c(c(=O)oc2c1)CCCC3	7	x
O=c1c(C=NCCN2CCNCC2)c(O)n(C2CCCCC2)c(=O)n1C1CCCCC1	4	75
CCNc1ccc(Br)cc1C(=O)c1ccccc1	4	x
CCCn1c(C)c(C(=O)OCC)c2cc(O)ccc21	4	x
COc1ccccc1OC(=O)c1ccc(C)c(S(=O)(=O)N2CCOCC2)c1	x	104
O=c1c2ccccc2nc(-c2cccs2)n1-c1ccccn1	-10	x
CCCc1nc2ccccc2c(=O)n1-c1ccccc1OC	6	144
O=C1NC(=O)C(Cc2cccs2)C(=O)N1	-4	147
CCS(=O)(=O)N1CCCC(C(=O)N2CCC3(CC2)OCCO3)C1 (stereo not drawn)	5	89
CN(N=O)c1cc(O)ccc1O	x	57
O=C1NC(=O)C(=Cc2ccc(-c3cc([N+](=O)[O-])ccc3O)o2)C(=O)N1	13	x
COc1cccc(CN(CCc2ccc3c(c2)OCO3)Cc2cccc(OC)c2)c1	-7	x
C=CCN(CC=C)Cc1c[nH]c2ccccc12	14	101
C=CCN1C(=O)CSc2ccc(C(=O)N3CCC4(CC3)OCCO4)cc21	0	137

2 records picked at random from the list so far:
SMILES	HePTP inh	BAP1 block
CP(=O)(O)CCCN	0	93&96
O=C1NC(=O)C(=Cc2ccc(-c3cc([N+](=O)[O-])ccc3O)o2)C(=O)N1	13	x

More structures follow:
SMILES	HePTP inh	BAP1 block
O=C1c2ccccc2C(=O)N1Cc1nc2ccccc2c(=O)n1-c1ccc(Br)cn1	-1&1	93
COc1cccc(-n2c(Cc3ccccc3)nc3ccccc3c2=O)c1	-4	90
COc1ccc(Cn2c(N)c(C(=O)NCc3ccco3)c3nc4ccccc4nc32)cc1	7	322
c1ccc(CCn2nnnc2CN2CCC(n3nnc4ccccc43)CC2)cc1	-3	94
C#CCN[C@H](C)Cc1ccccc1	x	97
COc1ccccc1/C=C1/C(=O)C2CCN1CC2	7	x
Cc1ccnc(-n2c(-c3ccco3)nc3ccccc3c2=O)c1	7	97
Cc1cccc(-n2c(O)c(C=NCc3cccnc3)c(=O)[nH]c2=O)c1C	9	103
CCCC1(c2ccccc2)C(=O)NC(=O)NC1=O	-3	x
Cc1ccccc1C1=NCC(=O)N(CC(=O)NCc2ccco2)c2sc3c(c21)CCCC3	4	92
CC(=O)NBr	x	98
NC(Cc1cc(O)c(O)cc1O)C(=O)O (stereo not drawn)	x	48*
CCCNC(=O)c1c(N)n(CC2CCCO2)c2nc3ccccc3nc12 (stereo not drawn)	-2	122
O=c1[nH]c2c(c(=O)n1C1CCCCC1)CCC2	0	91
CCOc1cc2[nH]c(=S)n(CCCC(=O)N3CCC4(CC3)OCCO4)c(=O)c2cc1OCC	8	85
O=C1NC(=O)N(Cc2ccccc2)C(=O)/C1=C\C=C\c1ccco1	2	x
O=C(Cn1nc(Cc2cccnc2)c2ccccc2c1=O)N1CCC2(CC1)OCCO2	1	101
O=C(CN1CC(c2ccccc2)CC1=O)Nc1ccccc1 (stereo not drawn)	0	88
CC1(C)CC(=O)C(C=NCCN2CCN(C(=O)Cc3ccc(F)cc3)CC2)=C(O)C1	6	90
CCOC(=O)C1=C(C)OC(N)=C(C(=O)OCC)[C@@]12C(=O)N(CC(N)=O)c1ccccc12	3	115
O=C1C2CCCN2C(c2ccncc2)N1c1ccc(Cl)c(Cl)c1 (stereo not drawn)	-2	103
O=C(c1ccccc1)c1cc(Br)ccc1NC(=O)c1cc(Cl)ccc1[N+](=O)[O-]	x	68
COc1ccc(CCNCc2ccccc2[N+](=O)[O-])cc1OC	-3	x
COc1cc(CN2CCN(C(=O)COc3ccccc3)CC2)cc(OC)c1OC	5	95
COc1ccc(CCn2c(O)c(C=NCCCO)c(=O)[nH]c2=O)cc1OC	0	62
CCCC1=C(C(=O)OCC)C2(C(=O)Nc3ccccc32)C(C#N)=C(N)O1 (stereo not drawn)	3	94
CC1CN(c2ccc([N+](=O)[O-])cc2)CCN1 (stereo not drawn)	-2	59
Clc1ccc(CNCCc2ccc3c(c2)OCO3)cc1	1	x
CC(Cc1ccccc1)NC(=O)CN1CCCC1=O (stereo not drawn)	-13	x
CC12CCCCC1=NC(c1ccc(Br)cc1)N2O (stereo not drawn)	-4	98
O=Cc1cn(Cc2ccccc2Cl)c2ccccc12	-4	x
COc1ccccc1N1CCN(Cc2ccccc2F)CC1	8	110
Cc1nc2ccccc2c(=O)n1-c1ccc(F)cc1	2	96
COc1cc(CC(C)N)c(OC)cc1I (stereo not drawn)	x	98
O=C(NCC(c1cccnc1)N1CCN(c2ccccc2)CC1)Oc1ccccc1 (stereo not drawn)	x	93
CCOC(=O)C1=C(N)Oc2cc(C)oc(=O)c2C12C(=O)N1c3c(cccc32)C(C)=CC1(C)C (stereo not drawn)	9	138
CCOC(=O)c1c(C)n(CCN2CCN(C)CC2)c2ccc(OC)cc12	5	111
O=C1NC(=O)N(c2ccc(Cl)cc2)C(=O)/C1=C/c1ccccc1	3	x
CC(=O)N1CN2CN(C(C)=O)CC(C(=O)c3ccc(Br)cc3)(C2)C1	5	104
